# a7 integrin act – integrin-mediated muscular dystrophy alleviation activation | AID 624291 | Potency, µM (series often up to 38.3 µM), for inactives: at the highest dose activation, actives largely listed as activators | 350,000 compounds, 0.064% hits | alpha7betagal myoblasts, beta-gal FDG fluorescence, 48 h;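 further: potency means the concentration at half of the fitted maximal effect; 100% = response of the positive control SU9516; nearly all actives have a fitted effect of over 60% in size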
#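 alpha7betagal+/- myoblasts (passage 13, 250/well) treated 48 h at 37C with compounds at 1:260 dilution of DMSO stock. Lysed, then beta-galactosidase activity read as FDG fluorescence (ex 480/em 540) after 30 min, with pre-read for autofluorescence.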
# Menin-MLL TR inh – menin-MLL binding inhibition, Texas Red mutant peptide; Menin + Texas Red MLL mutant peptide, fluorescence polarization; Potency, µM (titrated, usually from 61.6 µM), for inactives: top-dose FP activity change, negative = inhibition, actives largely listed as inhibitors; 270,000 compounds, 0.23% hits; AID 1768; active means well fitted inhibition curve with a large enough effect in the polarisation, with a control signal flat, not every such curve was filed as active; inconclusive means small, poorly fitted or top-dose-only effect, or effect the other way, or a change in a side signal; inactive means no such curve, though single readings can be large or run the other way; the % refers to the polarisation; further: potency means the concentration at half of the fitted maximal effect; % of control where 0% means no effect; many of its hits are not listed in these tables
# TSG101-PTAP inh – blocks PTAP/TSG101 interaction to inhibit HIV-1 budding | AID 493005 | 340,000 tested, under 10 active | Fluorescence polarization, FITC-PTAP peptide / Tsg101 binding | Potency, µM (doses to about 115 µM), for inactives: at the top dose activity change, negative = inhibition, usual class: inhibitors; active means well fitted inhibition curve with a large enough effect in the main read-out, with a control signal flat, not every such curve was filed as active; inconclusive means small, poorly fitted or top-dose-only effect, or effect the other way, or a change in a side signal; inactive means no such curve, though single readings can be large or run the other way; further: potency means the concentration at half of the fitted maximal effect; % of control where 0% means no effect
#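 Fluorescence polarization binding of Tsg101 binding domain (10 uM final) to FITC-labeled PTAP peptide (50 nM final) in HEPES pH 7.5 buffer with NaCl, Tween 20, EDTA, TCEP. Compounds added before peptide; binding 20 min at RT.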
# Mito fusion yeast – mitochondrial division inhibition or fusion activation | 320,000 compounds, 0.23% hits | Potency, µM (series often up to 46.1 µM), for the others: at the top dose growth rescue (activation), most hits filed as activators | S. cerevisiae fusion-defective mutant growth rescue, CellTiterGlo 48 h;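 further: potency means the concentration at half of the fitted maximal effect; % of control where 0% means no effect; nearly all actives have a fitted effect of over 45% in size; temperature-sensitive fusion mutants such as fzo1-1 at 37 °C on non-fermentable ethanol glycerol medium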
#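 Temperature-sensitive fusion-defective S. cerevisiae (e.g. fzo1-1, mgm1-5) were grown with compound in YPEG medium (3% ethanol, 3% glycerol) for 48 hours at 37C. Growth rescue was measured as viability by CellTiterGlo luminescence after 10 minutes at ambient.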
# TCR activator – activators of T cell receptors; AID 504894; Potency, µM (doses to about 9.22 µM), without a hit: top-dose activation of IL-2 secretion, actives largely listed as activators; 330,000 tested, under 10 active; primary human leukocytes, anti-CD3, IL-2 HTRF, 48 h; further: % of control where 0% means no effect
#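 48 hr co-incubation of compounds, a-CD3 beads and primary human leukocytes; IL-2 quantified homogeneously by HTRF with anti-IL-2 K and d2 conjugates.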
# S-ASM inh – inhibitors of human secretory acid sphingomyelinase. placental ASM, HMU-PC fluorogenic substrate, 60 min. Potency, µM (doses to about 57.5 µM), for inactives: at the top dose activity change, negative = inhibition, most hits filed as inhibitors. 340,000 compounds, 0.006% hits. AID 504937; further: potency means the concentration at half of the fitted maximal effect
#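 Human placenta-derived ASM enzyme was preincubated with compound for 10 minutes at room temperature, then given fluorogenic substrate HMU-PC0 (9 uM final) for 60 minutes at 37 °C; a pH 10 stop preceded fluorescence reading at Ex 386/Em 447 nm.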
# A-T KAP1 phos – potential ataxia-telangiectasia treatments restoring KAP-1 phosphorylation. 320,000 compounds, 0.19% hits. […] A-T fibroblasts, KAP-1 phosphorylation AlphaLISA; neocarzinostatin DNA damage 30 min before lysis. Potency, µM (highest dose often 57.5 µM), for inactives: at the top dose activation, hits mostly activators; further: potency means the concentration at half of the fitted maximal effect; % of control where 0% means no effect; nearly all actives have a fitted effect of over 45% in size
#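 ATM-like activity read as KAP-1 phosphorylation via AlphaLISA donor/acceptor antibody pairs after lysis and 6 hr at 25C. Cells were ATM-null patient fibroblasts ([…], hTERT), dosed 60 min, then exposed to the DSB inducer NCS for 30 min.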
# TSHR antagonist – human thyrotropin receptor antagonism. activity change, negative = inhibition, % at 11.5 µM. P16473. AID 504810. TSHR-expressing cells, TSH-stimulated cAMP HTRF, 2 h; hits give low values. 330,000 compounds, 0.2% hits;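 active means activity change below a set negative limit, meaning inhibition stronger than a set level, cut at about -70% in these data; inconclusive means activity change between two set negative limits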; further: on the % scale 0 is the no-effect control and ±100 the full control effect
#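 Freshly harvested TSHR cells receive pin-tooled compound, then EC80 TSH at 4nM final. After 2 hours at 37 deg C, antibody in lysis buffer and cAMP-d2 are added; 30 minutes at ambient temperature precede the HTRF read.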
# MBNL1-CUG inh – blocks human MBNL1 binding to CUG repeat RNA. TR-FRET MBNL1-His/biotin-(CUG)12 binding, 665/545 ratio. Potency, µM (top dose mostly 57.5 µM), inactives show at the top dose activity change, negative = inhibition, actives largely listed as inhibitors. 280,000 compounds, 0.036% hits. AID 2675; active means well fitted inhibition curve with a large enough effect in the signal ratio, with a control signal flat, not every such curve was filed as active; inconclusive means small, poorly fitted or top-dose-only effect, or effect the other way, or a change in a side signal; inactive means no such curve, though single readings can be large or run the other way; the % refers to the signal ratio; further: potency means the concentration at half of the fitted maximal effect; on the % scale 0 is the no-effect control and ±100 the full control effect
#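 Compound titration spanned 92 nM–58 uM against the MBNL1-His/biotin-(CUG)12 complex. After 60 min at room temperature with 5 nM streptavidin-XL665 and 0.055 ng/ul terbium anti-His, ratiometric 665/545 nm emission (Ex 340 nm) normalized to controls.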
# MLL CXXC-DNA inh – inhibitors of human MLL CXXC domain-DNA interaction. Q03164. MLL-CXXC / FITC-HOXA9 DNA fluorescence polarization. Potency, µM (top dose mostly 115 µM), without a hit: at the top dose activity change, negative = inhibition, actives largely listed as inhibitors. 290,000 compounds, 0.037% hits. AID 2662; active means well fitted inhibition curve with a large enough effect in the polarisation, with a control signal flat, not every such curve was filed as active; inconclusive means small, poorly fitted or top-dose-only effect, or effect the other way, or a change in a side signal; inactive means no such curve, though single readings can be large or run the other way; the % refers to the polarisation; further: potency means the concentration at half of the fitted maximal effect
# Target sequence (Q03164 whole entry, looked up, the tested form may be a part): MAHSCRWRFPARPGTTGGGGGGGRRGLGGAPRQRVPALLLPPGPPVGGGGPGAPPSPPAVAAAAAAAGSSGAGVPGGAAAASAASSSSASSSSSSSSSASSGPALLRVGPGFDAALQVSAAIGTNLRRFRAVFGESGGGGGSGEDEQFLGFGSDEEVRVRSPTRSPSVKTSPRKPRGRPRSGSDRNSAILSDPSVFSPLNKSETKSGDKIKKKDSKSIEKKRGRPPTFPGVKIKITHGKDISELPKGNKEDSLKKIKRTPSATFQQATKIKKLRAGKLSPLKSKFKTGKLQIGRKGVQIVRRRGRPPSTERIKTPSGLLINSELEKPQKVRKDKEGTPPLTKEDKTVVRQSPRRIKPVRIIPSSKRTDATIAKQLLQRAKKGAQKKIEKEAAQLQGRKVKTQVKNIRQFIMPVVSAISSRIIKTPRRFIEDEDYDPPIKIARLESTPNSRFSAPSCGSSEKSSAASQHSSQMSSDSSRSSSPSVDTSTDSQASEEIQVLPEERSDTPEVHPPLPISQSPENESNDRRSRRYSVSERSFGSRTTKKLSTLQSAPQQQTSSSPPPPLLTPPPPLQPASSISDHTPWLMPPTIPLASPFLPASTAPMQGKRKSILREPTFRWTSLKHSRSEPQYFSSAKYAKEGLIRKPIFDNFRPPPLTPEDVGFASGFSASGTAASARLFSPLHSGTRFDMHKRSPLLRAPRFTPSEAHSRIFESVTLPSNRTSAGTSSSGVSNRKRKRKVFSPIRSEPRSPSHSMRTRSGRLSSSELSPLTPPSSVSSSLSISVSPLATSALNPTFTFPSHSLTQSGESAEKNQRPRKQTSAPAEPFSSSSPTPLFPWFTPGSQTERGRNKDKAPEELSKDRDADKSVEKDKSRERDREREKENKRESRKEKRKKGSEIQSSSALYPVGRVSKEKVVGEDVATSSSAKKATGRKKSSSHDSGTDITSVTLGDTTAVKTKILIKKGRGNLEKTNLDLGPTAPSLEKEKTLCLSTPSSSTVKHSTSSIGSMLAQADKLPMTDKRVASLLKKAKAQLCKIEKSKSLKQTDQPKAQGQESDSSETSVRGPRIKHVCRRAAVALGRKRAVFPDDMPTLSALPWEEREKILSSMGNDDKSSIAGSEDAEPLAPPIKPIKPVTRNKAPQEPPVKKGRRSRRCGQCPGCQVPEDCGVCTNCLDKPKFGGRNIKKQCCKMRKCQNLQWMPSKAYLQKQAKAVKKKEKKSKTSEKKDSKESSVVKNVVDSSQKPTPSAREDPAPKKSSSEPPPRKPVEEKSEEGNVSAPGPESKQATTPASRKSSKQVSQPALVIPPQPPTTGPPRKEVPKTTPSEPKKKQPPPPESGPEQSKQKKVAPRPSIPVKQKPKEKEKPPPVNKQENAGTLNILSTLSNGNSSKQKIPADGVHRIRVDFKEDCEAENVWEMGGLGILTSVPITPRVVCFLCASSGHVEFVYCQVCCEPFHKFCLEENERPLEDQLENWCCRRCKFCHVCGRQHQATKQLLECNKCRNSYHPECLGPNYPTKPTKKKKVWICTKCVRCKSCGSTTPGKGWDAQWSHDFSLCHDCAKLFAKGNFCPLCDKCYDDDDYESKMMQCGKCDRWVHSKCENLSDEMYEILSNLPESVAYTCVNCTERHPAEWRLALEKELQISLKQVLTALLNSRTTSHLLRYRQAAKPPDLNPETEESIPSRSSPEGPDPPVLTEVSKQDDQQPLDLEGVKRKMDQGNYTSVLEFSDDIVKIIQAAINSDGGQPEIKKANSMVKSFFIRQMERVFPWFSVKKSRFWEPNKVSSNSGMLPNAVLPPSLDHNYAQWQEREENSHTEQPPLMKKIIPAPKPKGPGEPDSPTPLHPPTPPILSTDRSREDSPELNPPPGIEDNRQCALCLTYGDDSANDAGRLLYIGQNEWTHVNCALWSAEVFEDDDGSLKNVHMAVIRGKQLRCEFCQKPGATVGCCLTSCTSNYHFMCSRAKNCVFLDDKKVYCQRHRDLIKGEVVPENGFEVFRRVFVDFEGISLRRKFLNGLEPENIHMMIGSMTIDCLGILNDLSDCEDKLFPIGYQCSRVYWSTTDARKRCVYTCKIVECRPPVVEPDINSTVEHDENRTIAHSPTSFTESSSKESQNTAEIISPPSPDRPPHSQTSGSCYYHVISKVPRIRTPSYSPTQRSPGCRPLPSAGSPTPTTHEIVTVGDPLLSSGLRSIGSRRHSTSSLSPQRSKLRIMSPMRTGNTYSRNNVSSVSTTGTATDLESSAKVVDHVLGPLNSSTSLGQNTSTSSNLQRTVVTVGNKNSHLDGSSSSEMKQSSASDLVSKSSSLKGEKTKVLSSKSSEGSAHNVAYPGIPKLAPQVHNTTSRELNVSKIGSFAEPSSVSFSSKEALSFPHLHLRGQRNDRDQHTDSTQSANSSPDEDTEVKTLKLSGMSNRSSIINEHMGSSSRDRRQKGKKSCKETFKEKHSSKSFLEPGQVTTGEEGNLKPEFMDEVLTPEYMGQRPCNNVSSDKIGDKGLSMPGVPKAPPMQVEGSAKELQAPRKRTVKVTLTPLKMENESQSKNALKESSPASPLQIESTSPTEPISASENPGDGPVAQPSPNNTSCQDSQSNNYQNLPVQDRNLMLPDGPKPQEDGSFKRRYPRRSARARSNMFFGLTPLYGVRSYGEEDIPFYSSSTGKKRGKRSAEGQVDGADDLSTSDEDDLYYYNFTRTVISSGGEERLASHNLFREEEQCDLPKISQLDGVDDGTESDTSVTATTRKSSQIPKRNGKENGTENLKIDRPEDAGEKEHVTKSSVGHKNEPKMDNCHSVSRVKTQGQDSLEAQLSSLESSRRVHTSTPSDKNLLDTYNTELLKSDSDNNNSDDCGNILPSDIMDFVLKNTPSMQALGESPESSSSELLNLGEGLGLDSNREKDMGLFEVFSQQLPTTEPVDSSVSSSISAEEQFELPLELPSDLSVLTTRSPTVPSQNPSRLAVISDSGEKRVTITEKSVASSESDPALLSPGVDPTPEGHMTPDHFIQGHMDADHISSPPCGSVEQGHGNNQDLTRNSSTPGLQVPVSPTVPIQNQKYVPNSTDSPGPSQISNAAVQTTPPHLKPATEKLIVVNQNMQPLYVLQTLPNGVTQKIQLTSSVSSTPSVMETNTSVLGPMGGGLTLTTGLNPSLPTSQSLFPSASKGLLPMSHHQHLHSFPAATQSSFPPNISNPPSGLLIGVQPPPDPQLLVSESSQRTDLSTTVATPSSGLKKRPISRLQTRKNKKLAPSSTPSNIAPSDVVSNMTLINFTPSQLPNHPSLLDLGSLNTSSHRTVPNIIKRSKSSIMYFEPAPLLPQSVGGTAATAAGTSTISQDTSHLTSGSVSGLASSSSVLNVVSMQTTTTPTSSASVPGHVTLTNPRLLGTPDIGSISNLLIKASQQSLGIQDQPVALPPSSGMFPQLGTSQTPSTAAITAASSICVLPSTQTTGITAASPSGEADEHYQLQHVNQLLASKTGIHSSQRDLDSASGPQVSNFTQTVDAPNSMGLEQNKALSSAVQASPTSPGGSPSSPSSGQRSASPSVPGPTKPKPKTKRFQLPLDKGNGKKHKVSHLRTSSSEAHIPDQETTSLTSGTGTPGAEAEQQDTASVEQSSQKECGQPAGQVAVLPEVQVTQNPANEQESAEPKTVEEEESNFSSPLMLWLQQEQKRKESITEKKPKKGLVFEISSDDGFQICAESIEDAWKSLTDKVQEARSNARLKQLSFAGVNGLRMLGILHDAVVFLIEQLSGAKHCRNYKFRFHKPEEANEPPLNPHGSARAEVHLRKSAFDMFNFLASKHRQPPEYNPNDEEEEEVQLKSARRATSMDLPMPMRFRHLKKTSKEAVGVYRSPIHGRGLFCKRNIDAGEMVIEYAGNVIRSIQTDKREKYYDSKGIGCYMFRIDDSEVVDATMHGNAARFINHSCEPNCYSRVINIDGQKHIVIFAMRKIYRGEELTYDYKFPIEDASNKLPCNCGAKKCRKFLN
#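 Steps: dispense CXXC domain solution (7 uM) → pin compounds or unlabeled HOX-A9 DNA control → 5 min ambient → add FLSN-HOX-A9 solution (50 nM) → spin → 30 min ambient → fluorescence polarization. Tris pH 7.5/NaCl/DTT/BSA buffer.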
# Numbers without * were called inactive; ? = inconclusive; · = no result given; & = joins results of further samples; [ ] = another dose, or the depositor's remark. Unless noted, the call rests on the fitted dose curve; in most records, active means well fitted curve in the direction sought with a large enough effect; inconclusive means small, poorly fitted or top-dose-only effect, or another doubt; inactive means no such curve, though single readings can be large; an effect the other way counts as inactive or inconclusive.
smiles	a7 integrin act	Menin-MLL TR inh	TSG101-PTAP inh	Mito fusion yeast	TCR activator	S-ASM inh	A-T KAP1 phos	TSHR antagonist	MBNL1-CUG inh	MLL CXXC-DNA inh
COc1ccc(CN(C(=O)CSc2nnc(-c3ccccc3C)o2)c2ccc(F)cc2)cc1	-31%	9%	1%	21%	0%[46.1 µM]	-10%	-2%	-7	4%	3%
[O-]/[N+](=C\C=C\c1ccccc1)c1ccccc1	0%	7%	-2%	-6%	-3%	-1%	2%	-9	2%	6%
COc1ccccc1CNC(=O)C1CCCN(S(=O)(=O)c2cccc3nsnc23)C1 (configuration not stated)	2%	-3%	-1%	-3%	1%	5%	7%	-8	?	18%
Cc1cc2cc(CNC(=O)CCC(=O)O)ccc2[nH]1	10%	14%	-4%	-3%	0%	1%	0%	-5	-5%	3%
CCOC(=O)c1ccc(NC(=O)Cn2nnc3ccccc32)cc1	7%	4%	1%	3%	-2%	-1%	1%	-2	-26%	-6%
Cc1cc(C)cc(N(CCC#N)C(=O)COC(=O)C2=COCCO2)c1	-9%	·	2%	-7%	3%	3%	4%	0	·	·
N[C@@H](C(=O)N[C@@H]1C(=O)N2C(C(=O)O)=C(Cl)CS[C@H]12)c1ccccc1	·	?	-4%	-2%	5%	28%	-4%	2	28%	4%&-2%
CCCN1Cc2cccc(C(=O)NCc3ccc(C)cc3)c2C1=O	-19%	-12%	-5%	-4%	-2%	0%	10%	-6	2%	-8%
COc1nc(NCCO)nc(Nc2cc(Cl)ccc2OC)n1	9%	1%	0%	5%	4%	2%	4%	-11	-5%	1%
Cc1cc(C(=O)CSc2n[nH]c(-c3ccccc3F)n2)c(C)n1Cc1cccs1	0%	·	-2%	?	0%	-8%	2%	-18	-3%	9%
CC(=O)Nc1ccc(C(=O)NC(C)c2ccc(-n3ccnc3)cc2)cc1 (configuration not stated)	0%	·	-3%	4%	4%	4%	7%	19	-8%	18%
Cc1ccc(C(=O)O/N=C(\N)Cc2cccc3ccccc23)cc1	13%	·	-2%	-17%	4%	0%	9%	-4	2%	9%
C=CCNC(=O)c1ccc(NC(=O)CC2SC(N3CCCC3)=NC2=O)cc1 (configuration not stated)	?	·	-3%	6%	4%	1%	5%	7	·	·
Cc1nnc(NC(=O)c2cccc(Br)c2)s1	-6%	3%	0%	10%	5%	-2%	·	6	4%	-10%
Cc1ccccc1NC(=O)CN1C(=O)NC2(CCc3ccccc32)C1=O (configuration not stated)	-8%	·	1%	0%	15%	3%	-6%	12	·	·
Cc1noc(C)c1C(=O)OCC(=O)Nc1c(F)cccc1F	-23%	18%	0%	-3%	-70%	-4%	-7%	-6	-9%	5%
O=C1C2C3C=CC(C3)C2C(=O)N1CN(Cc1ccccc1)CN1C(=O)C2C3C=CC(C3)C2C1=O (configuration not stated)	?	5%	-2%	-5%	-2%	4%	18%	6	-11%	-3%
Cc1cc(=O)oc2cc(OCc3ccc(S(=O)(=O)N4CCOCC4)cc3)ccc12	-3%	-14%	-1%	-5%	2%	26%	-3%	-14	8%	9%
Brc1ccccc1OCCCCCN1CCCC1	·	-17%	·	-3%	·	·	-1%	15	-11%	4%
O=C(CCC(=O)n1ncc2ccccc21)NCc1ccc(F)cc1	2%	-3%	2%	-2%	6%	5%	-10%	1	-7%	·
COc1cccc(CN2CCC(C(=O)N3CCN(c4ccccc4F)CC3)CC2)c1	3%	-9%	1%	-7%	-2%[46.1 µM]	-1%	3%	3	-3%[11.5 µM]	8%
CCOC(=O)N1CCN(C(=O)CSc2nnc(CNC(=O)c3c(F)cccc3Cl)o2)CC1	0%	·	0%	0%	0%	-1%	0%	-2	1%	2%
CN(CCc1ccccc1)C(=O)c1ccc(NC(=O)Cc2ccc(NC(=O)C3CCN(C(=O)C4CCCCC4)CC3)cc2)cc1	-22%	·	-8%	·	-3%	-5%	·	·	·	·
Cc1ccc2c(c1)C1CN(C)CCC1N2C(=O)COc1ccc(N(C)C(=O)c2ccccc2)cc1 (configuration not stated)	-26%	-12%	-2%	-1%	1%	4%	7%	-9	·	1%
CCN(CC)S(=O)(=O)c1ccc(N2CCOCC2)c(NC(=O)c2cc(=O)[nH]c3ccccc23)c1	-18%	-3%	-1%	-3%	5%	-2%	·	20	2%	-4%
COc1ccccc1C(=O)NCCSCc1ccccc1Cl	-9%	-13%	-3%	3%	-19%	-4%	27%	-3	3%	-11%
O=C(c1ccc(-n2cnnn2)cc1)N1CCOCC1	16%	-7%	-2%	-1%	2%	5%	1%	6	-8%	3%
CCCCn1c(=O)[nH]c(=O)c2c1nc(-c1ccc(-c3ccccc3Br)o1)n2CCOC	-40%	-9%	1%	-4%	13%	293%[activator]	0%	-2	8%	-4%
Cn1c(=O)c2c(nc(CN3CCN(c4ccccc4)CC3)n2Cc2ccccc2F)n(C)c1=O	·	-2%	·	2%	·	·	18%	-1	-2%	1%
Cc1cc2c(cc(C(=O)OC(C(=O)NC3CCCCC3)C(C)C)n2C)o1 (configuration not stated)	-55%[inhibitor]	·	2%	26%	-3%	-7%	4%	-21	·	·
O=C(NNC(=O)c1ccc2nc[nH]c2c1)c1ccccc1	-13%	·	-6%	-1%	3%	-1%	-6%	-1	·	·
CCOC(=O)c1nc(C)n(-c2cc(OC)c(Cl)cc2Cl)n1	-7%	6%	0%	-1%	5%	-1%	-6%	7	-2%	-2%
O=C(CSc1nnc(-c2cccs2)n1CC1CCCO1)c1cc2ccccc2o1 (configuration not stated)	-3%	?	-4%	0%	-1%	-5%	·	-5	?	21%
O=C(CNC(=O)OCc1ccccc1)NC1CCCCCCC1	24%	-8%	-3%	?	1%[46.1 µM]	0%	5%	21	-10%	11%
Cc1ccc(C(=O)CN2C(=O)C(C)Oc3ccccc32)cc1 (configuration not stated)	0%	-8%	-4%	-9%	-3%	-3%	1%	-5	-13%	9%
Cc1ccc(S(=O)(=O)N2CCOCC2)cc1NC(=O)CSc1nc(N)cc(N)n1	0%	·	1%	-4%	-5%	3%	-1%	25	·	·
Cc1ccc(S(=O)(=O)N2CCOCC2)cc1C(=O)NCC1CCCO1 (configuration not stated)	18%	·	-4%	3%	-2%	2%	?	34	-6%	-6%
COc1ccc2ccc(=O)oc2c1CC(=O)C(C)C	-12%	·	-7%	·	-5%	27%	1%	-5	·	·
Cc1cccc(-n2c(CNC(=O)c3ccccc3)nnc2SCC(=O)Nc2nccs2)c1	2%	8%	-6%	-3%	-15%	-5%	-8%	5	0%	-1%
COc1ccc2[nH]c(C(=O)NCCCN3CCCC3=O)c(C)c2c1	?	·	1%	19%	4%	-3%	-2%	12	4%	3%
Clc1ccc(C2[C@H]3CN(Cc4ccc(-c5ccccc5)cc4)[C@H](c4ccccc4)C34CC2(c2ccccc2)C4)cn1 (some centres not stated)	-17%	14%	4%	-5%	0%	1%	-26%	13	7%	12%
CCN(CC)CCNC(=O)C1CCC(=O)N1CCc1ccccc1 (configuration not stated)	-7%	14%	-2%	-1%	3%	1%	-6%	-9	-1%	-4%
Cc1nc2ccccc2n1CC(=O)N/N=C\C=C\c1ccccc1	-8%	?	-4%	-5%	7%	-1%	0%	-81*	?	23%
O=C(Nc1ccc(S(=O)(=O)N2CCCC2)cc1)c1cccnc1	-1%	·	-1%	2%	5%	0%	0%	4	-2%	10%
CCC(C)(C)NC(=O)CN(C(=O)c1snc(C(N)=O)c1N)c1ccc(OC)c(OC)c1	-22%	7%	-1%	0%	-3%	7%	1%	7	?	5%
COc1ccc(C(=O)O/N=C2\CCCc3nonc32)cc1	0%	6%	-1%	26%	1%[46.1 µM]	3%	-2%	-5	-3%	1%
CC(=O)C1=C(C)Nc2ncnn2C1c1ccc(F)cc1 (configuration not stated)	5%	17%	-2%	-3%	-2%	31%[activator]	6%	-10	-8%	-6%
CCCC(=O)OC1CCS(=O)(=O)c2sccc21 (configuration not stated)	7%	8%	-4%	3%	-5%	1%	9%	-1	-12%	2%
COC(=O)[C@@H](NC(=O)N1CCC(Cc2ccccc2)CC1)C(C)C	-31%	?	-9%	9%	-3%	2%	0%	3	-8%	-8%

# Bioassay records (PubChem)

# Some of the compounds tested; the hit share may differ from the screen's.
